# SMN2 splice up – SMN2 splice variant enhancement; actives 2.8% (n = 210,000); HEK293 SMN2-luciferase splicing reporter, luminescence, 30-36 h; Potency, µM (doses to about 46.1 µM), inactives show at the highest dose activity change, positive = activation, usual class: activators; also: % of control where 0% means no effect; nearly all actives have a fitted effect of over 55% in size
#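 HEK293 cells carry an SMN2 minigene-luciferase reporter in which exon 7 inclusion puts luciferase in frame. Cells were seeded at 2000 cells/well, attached for 10-12 hours, then exposed to compounds for 30-36 hours at 37C before ONE-Glo luminescence.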
# RGS12 GoLoco inh – RGS12 GoLoco-Gai1 interaction inhibition | Gai1:RGS12 GoLoco peptide FP, rhodamine, 10 min | actives 0.44% (n = 230,000) | P63096 | Potency, µM (series often up to 61.6 µM), inactives show top-dose activity, negative = inhibition, actives largely listed as inhibitors; active = well fitted inhibition curve with a large enough effect, not every such curve was filed as active; inactive = no such curve, though single readings can be large or run the other way; also: % is scaled to controls: 0 for no effect and ±100 for the full control effect; nearly all actives have a fitted effect of over 30% in size; many of its hits are not listed in these tables
# Target sequence (P63096 whole entry, looked up): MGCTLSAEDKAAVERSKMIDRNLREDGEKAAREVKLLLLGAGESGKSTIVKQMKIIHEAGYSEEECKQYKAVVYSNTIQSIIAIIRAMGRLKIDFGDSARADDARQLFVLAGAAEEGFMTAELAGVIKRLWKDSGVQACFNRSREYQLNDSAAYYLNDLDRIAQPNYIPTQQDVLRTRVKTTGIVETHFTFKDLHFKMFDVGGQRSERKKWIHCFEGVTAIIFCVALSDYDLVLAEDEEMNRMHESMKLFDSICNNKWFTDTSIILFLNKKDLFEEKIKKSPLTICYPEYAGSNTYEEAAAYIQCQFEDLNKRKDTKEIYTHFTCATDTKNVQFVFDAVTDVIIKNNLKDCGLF
# JMJD2E inh – inhibitors of human JMJD2E histone demethylase; JMJD2E catalytic domain, FDH-coupled NADH fluorescence (FDH is formaldehyde dehydrogenase); Potency, µM (highest dose often 57.1 µM), without a hit: top-dose activity change, negative = inhibition, usual class: inhibitors; actives 1.6% (n = 230,000); AID 2147; active = well fitted inhibition curve with a large enough effect, not every such curve was filed as active; inconclusive = small, poorly fitted or top-dose-only effect, or another doubt; inactive = no such curve, though single readings can be large or run the other way;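 also: 0% = wells with enzyme and -100% = buffer wells without enzyme; nearly all actives have a fitted effect of over 50% in size; many of its hits are not listed in these tables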
# Target sequence (B2RXH2 1-337 limits assumed): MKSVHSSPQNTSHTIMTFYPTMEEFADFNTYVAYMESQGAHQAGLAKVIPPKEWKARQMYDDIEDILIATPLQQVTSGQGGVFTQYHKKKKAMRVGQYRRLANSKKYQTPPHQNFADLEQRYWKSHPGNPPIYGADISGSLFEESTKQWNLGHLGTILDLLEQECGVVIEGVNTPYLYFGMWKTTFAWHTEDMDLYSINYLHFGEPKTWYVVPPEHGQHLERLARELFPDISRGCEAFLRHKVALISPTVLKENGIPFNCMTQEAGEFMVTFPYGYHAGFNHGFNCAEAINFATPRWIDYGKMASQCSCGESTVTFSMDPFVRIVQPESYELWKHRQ
# GAA inhib – alpha-glucosidase (human) inhibition; P10253; purified human GAA, 4-MU-alpha-glucoside fluorescence; Potency, µM (top dose mostly 76.9 µM), for inactives: top-dose activity change, negative = inhibition, hits mostly inhibitors; actives 0.005% (n = 200,000);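 also: plate controls were uninhibited enzyme wells for no effect and no-enzyme background for full effect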
#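 Read-out is 4-methylumbelliferone fluorescence (Ex 365/Em 440 nm) after NaOH/glycine stop at pH 10. Enzyme 4 nM, substrate 400 uM, pH 5.0 citrate buffer, 20 min room temperature; AC50 from Hill-equation concentration-response.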
# aGal spleen mod – alpha-galactosidase A (human) modulation. human spleen homogenate, 4MU-alpha-Gal fluorescence, 40 min. actives 0.008% (n = 240,000). Potency, µM (top dose mostly 80 µM), inactives show top-dose activity change, negative = inhibition, usual class: inhibitors. P06280;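 also: 0% = enzyme with vehicle and -100% = no enzyme basal signal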
# Target sequence (P06280 32-429 limits assumed): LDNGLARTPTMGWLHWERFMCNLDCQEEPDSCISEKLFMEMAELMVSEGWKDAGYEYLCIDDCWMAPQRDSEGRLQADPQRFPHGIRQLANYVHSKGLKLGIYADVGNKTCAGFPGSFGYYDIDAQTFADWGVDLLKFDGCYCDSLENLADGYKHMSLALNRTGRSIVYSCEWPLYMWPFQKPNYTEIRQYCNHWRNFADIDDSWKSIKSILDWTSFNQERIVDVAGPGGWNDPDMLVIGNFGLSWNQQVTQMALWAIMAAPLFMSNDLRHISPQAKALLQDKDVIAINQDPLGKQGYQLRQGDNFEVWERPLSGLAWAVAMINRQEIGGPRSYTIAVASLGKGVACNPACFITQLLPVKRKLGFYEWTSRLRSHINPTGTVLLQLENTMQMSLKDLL
#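 Human spleen homogenate (1 ug) was the enzyme source, with 4-methylumbelliferyl-alpha-D-galactopyranoside (1 mM final) in pH 5.0 citrate buffer with 0.01% Tween-20. Compounds were titrated; after 40 min at 37C, NaOH/glycine stop, 4-MU fluorescence read; AC50 from Hill fits.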
# ALDH1A1 inh – ALDH1A1 (human) enzyme inhibition. Potency, µM (top dose mostly 75.3 µM), inactives show at the top dose activity, negative = inhibition, most hits filed as inhibitors. Purified ALDH1A1, NADH fluorescence, propionaldehyde substrate. AID 1030. actives 7.3% (n = 220,000); active = well fitted inhibition curve with a large enough effect, not every such curve was filed as active; inconclusive = small, poorly fitted or top-dose-only effect, or another doubt; inactive = no such curve, though single readings can be large or run the other way;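 also: plate controls were no enzyme wells and a reference inhibitor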
# GAA glycogen mod – alters human alpha-glucosidase cleavage of glycogen | P10253 | recombinant GAA, glycogen substrate, Amplex Red glucose oxidase fluorescence | Potency, µM (series often up to 76.4 µM), for the others: at the highest dose activity change, negative = inhibition, most hits filed as inhibitors | actives 0.38% (n = 300,000) | AID 2100;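 also: 0% = full enzyme reaction and -100% = no-enzyme basal signal; the screen sought inhibitors and activators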
#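 Recombinant human alpha-glucosidase (4 nM final) hydrolysed bovine liver glycogen (30 ug) for 40 min at 37 C in pH 5.0 citrate/phosphate with 0.01% Tween-20. Released glucose detected by glucose oxidase/Amplex Red, Ex 573/Em 610 nm. Compounds up to 77 uM; AC50 from Hill fits.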
# GAA spleen mod – lysosomal alpha-glucosidase (human) modulation | P10253 | human spleen homogenate, 4-MU-alpha-glucoside fluorescence | Potency, µM (series often up to 79.9 µM), inactives show at the top dose activity change, negative = inhibition, most hits filed as inhibitors | actives 0.006% (n = 240,000) | AID 2112;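 also: 0% = enzyme with vehicle and -100% = no enzyme basal signal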
#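 Human spleen homogenate (1 ug) incubated with compounds and 1 mM 4-methylumbelliferyl-alpha-D-glucopyranoside in pH 5.0 citrate/phosphate buffer, 37 C, 40 min. Stopped at pH 10; 4-MU fluorescence (Ex 365/Em 440 nm); AC50 by Hill fit.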
# * = called active by the depositor; ? = inconclusive; / = not tested or not shown; & = joins results of further samples; [ ] = another dose, or the depositor's remark. Unless noted, calls follow the shape of the dose curve; as a rule, active = well fitted curve in the direction sought with a large enough effect; inconclusive = small, poorly fitted or top-dose-only effect, or another doubt; inactive = no such curve, though single readings can be large; an effect the other way counts as inactive or inconclusive. Potency is read from the fitted curve at half-maximal effect. Some of the compounds tested (hit frequency here may not be typical).
SMILES,SMN2 splice up,RGS12 GoLoco inh,JMJD2E inh,GAA inhib,aGal spleen mod,ALDH1A1 inh,GAA glycogen mod,GAA spleen mod
Cc1cccc(-c2ncc(CN3CCCC(CO)(Cc4cccc(Cl)c4)C3)cn2)c1 (configuration not stated),/,2%,-7%,?,5%,3%,-17%,1%
O=c1[nH][nH]c(=O)n1-c1ccccc1,/,7%,4%,-6%,2%,-1%,?,4%
CCN(CC)CCN1C(=O)C(=O)/C(=C(/O)c2ccc(OC(C)C)cc2)C1c1cccs1 (configuration not stated),/,4%,-23%,/,1%,/,-4%,-3%
Cc1ccccc1NC(=O)CSCC(=O)Nc1ccccc1C,-13%,6%,5%,6%,1%,-1%,7%,4%
CCOC(=O)c1ccc(NC(=O)CC2SCCNC2=O)cc1 (configuration not stated),?,3%,1%,0%,13%,13µM*,-3%,15%
COc1ccc(Br)c(C(=O)NCCC(C)C)c1,4%,1%,1%,-3%,9%,6%,-1%,7%
CCOC(=O)N1CCN(C(=O)c2cc3c(-c4ccc(Cl)cc4)nn(C)c3s2)CC1,1%,-4%,-2%,0%[15.4 µM],6%,18%,-4%,2%
COC(=O)C1=CN(Cc2cccs2)C=C(C(=O)OC)C1c1cccc(O)c1,/,5%,?,?,?,?,-10%,9%
CCCn1c(SCC(=O)N2CCCc3ccccc32)nc2c1c(=O)n(C)c(=O)n2C,/,/,0%,-5%,5%,?,-10%,1%
C/C(=N/NC(=O)CN1CCN(S(=O)(=O)c2ccc(C)cc2)CC1)c1cccc(O)c1,/,6%,1%,/,7%,/,-5%,-5%
COc1ccc(CCNC2=NCC(C)S2)cc1 (configuration not stated),-4%,2%,3%,1%,-2%,6%,11%,-10%
O=C(N/N=C/c1ccc(Cl)cc1Cl)Nc1ccccc1,26%,3%,-10%,5%,6%,4%,0%,2%
CCn1c(C)cc(/C=C2\SC(=O)N(CC(=O)Nc3ccc(C)c(C)c3)C2=O)c1C,-27%,-3%,-6%,4%,7%,0%,-2%,0%
CCOC(=O)c1c(NC(=O)CSc2nc3cc(Cl)ccc3c(=O)n2Cc2ccco2)sc(C(=O)N(C)C)c1C,/,/,?,0%,-1%,-11%,-6%,3%
COC(=O)n1c(=S)oc2cc(Cl)ccc21,47%,-9%,-19%,3%,8%,14µM*,-3%,-6%
Cc1c(C)c2c(c(C)c1O)CC[C@@](C)(CCC[C@H](C)CCC[C@H](C)CCCC(C)C)O2,/,3%&3%,2%,/,4%&-17%&6%,7%&-13%,/,-6%&5%&1%
Cc1cc(CSc2nc(C)cc(=O)[nH]2)c2ncccc2c1,-48%[inhibitor],7%,3%,10%,-6%,?,2%,-1%
O=C(CCc1ccc(S(=O)(=O)N2CCOCC2)cc1)Nc1nc(COc2ccccc2)cs1,-65%[inhibitor],6%,1%,-14%,0%,-1%,-8%,-4%
N#CCCN(C(=O)Nc1ccccc1)c1ccccc1,14%,9%,11%,-9%,-1%,2%,3%,4%
CCOC(=O)c1cnc2c(c(C)nn2CC)c1Cl,/,6%,-10%,2%,-1%,-23%,4%,-5%
COC(=O)c1c(C(=O)OC)c(-c2cccc(C)c2)n2c1CS(=O)(=O)C2,-17%,4%,6%,5%,0%,?,0%,-6%
Cc1c(C(C)C)c(=O)n(-c2ccc(S(=O)(=O)NC3CC3)cc2)n1C,/,9%,0%,4%,4%,3%,6%,1%
CCOc1ccc(NC(=O)C2CC(C)=C(C)CC2C(=O)O)cc1 (configuration not stated),/,-2%,-1%,-5%,4%,2%,-7%,8%
S=C(Nc1cccc(Cl)c1)NC1CCCCC1,3%,-2%,8%,6%,7%,3%,-9%,0%
CCOC(=O)c1ccc(CSC(=N)N)o1,/,-2%,3%,/,2%,/,7%,2%

# Already shown: entries from further up.
SMILES,SMN2 splice up,RGS12 GoLoco inh,JMJD2E inh,GAA inhib,aGal spleen mod,ALDH1A1 inh,GAA glycogen mod,GAA spleen mod
Cc1cccc(-c2ncc(CN3CCCC(CO)(Cc4cccc(Cl)c4)C3)cn2)c1 (configuration not stated),/,2%,-7%,?,5%,3%,-17%,1%
O=c1[nH][nH]c(=O)n1-c1ccccc1,/,7%,4%,-6%,2%,-1%,?,4%
CCN(CC)CCN1C(=O)C(=O)/C(=C(/O)c2ccc(OC(C)C)cc2)C1c1cccs1 (configuration not stated),/,4%,-23%,/,1%,/,-4%,-3%
Cc1ccccc1NC(=O)CSCC(=O)Nc1ccccc1C,-13%,6%,5%,6%,1%,-1%,7%,4%
CCOC(=O)c1ccc(NC(=O)CC2SCCNC2=O)cc1 (configuration not stated),?,3%,1%,0%,13%,13µM*,-3%,15%
COc1ccc(Br)c(C(=O)NCCC(C)C)c1,4%,1%,1%,-3%,9%,6%,-1%,7%
CCOC(=O)N1CCN(C(=O)c2cc3c(-c4ccc(Cl)cc4)nn(C)c3s2)CC1,1%,-4%,-2%,0%[15.4 µM],6%,18%,-4%,2%
COC(=O)C1=CN(Cc2cccs2)C=C(C(=O)OC)C1c1cccc(O)c1,/,5%,?,?,?,?,-10%,9%
CCCn1c(SCC(=O)N2CCCc3ccccc32)nc2c1c(=O)n(C)c(=O)n2C,/,/,0%,-5%,5%,?,-10%,1%
C/C(=N/NC(=O)CN1CCN(S(=O)(=O)c2ccc(C)cc2)CC1)c1cccc(O)c1,/,6%,1%,/,7%,/,-5%,-5%

# Other structures follow.
SMILES,SMN2 splice up,RGS12 GoLoco inh,JMJD2E inh,GAA inhib,aGal spleen mod,ALDH1A1 inh,GAA glycogen mod,GAA spleen mod
CC1CCC(NC(=O)CC2Oc3ccccc3NC2=O)CC1 (configuration not stated),-8%,8%,-1%,1%,-9%,-4%,-6%,-3%
CSc1nc(C)c(CCO)c(=O)[nH]1,1%,7%,4%,8%,8%,10%,6%,-3%
Cc1cc(C)cc(OCC(=O)NN2Cc3ccccc3C2=N)c1,8%,18%,-4%,5%,3%,4%,1%,-5%
CCCSc1nc(NCc2ccco2)c2c3c(sc2n1)COC(C)(C)C3,-21%,58%[activator],-27%,-9%,-3%,?,-1%,-2%
Cc1cc(C2=NNC(=Nc3ccc(S(=O)(=O)N4CCOCC4)cc3)SC2)c(C)n1CC1CCCO1 (configuration not stated),/,-26%,?,-3%,5%,?,-11%,-2%
CC(C)C(C)(C#N)NC(=O)CSc1ncnc2sc(-c3ccccc3)cc12 (configuration not stated),/,10%,?,-8%,-7%,?,-4%,-5%
Cc1ccc(NC2=NC(c3ccccc3)n3c(nc(C)cc3=O)N2)cc1 (configuration not stated),-2%,-8%,-1%,4%,-9%,-7%,0%,-18%
ClCc1csc(-c2ccccc2Cl)n1,-18%,4%,2%,0%,5%,-13%,-11%,-2%
CCOC(=O)c1ccc(S(=O)(=O)N2CCC(C(=O)O)CC2)cc1,-9%,4%,7%,-1%,5%,12%,/,2%
c1ccc(CCNc2ncnc3nc[nH]c23)cc1,-7%,16%,2%,-3%,3%,3%,4%,-7%
Cn1nc(C(=O)N2CCN(S(=O)(=O)/C=C/c3ccccc3)CC2)c2ccccc2c1=O,-28%,-4%,-2%,-6%,3%,?,-12%,-6%
Cc1ccc(N(CC(=O)NCc2ccc3c(c2)OCO3)S(C)(=O)=O)cc1,6%,1%,3%,0%,-7%,-4%,4%,-4%
Cc1ccc(C(=O)Nc2cccc(C(=O)NCc3ccccc3)c2)cc1,-14%,0%,-20%,-2%,1%,0%,-7%,3%
COCCn1c(SCC(=O)Nc2nc(C)c(Cl)cc2Cl)nc2ccccc21,-2%,3%,5%,-9%,0%,?,-3%,-3%
COc1ccnc(Oc2cc(Cl)cc(Cl)c2)c1C#N,/,2%,-11%,/,-5%,-6%,-6%,-7%
O=C(Nc1cnccc1C(F)(F)F)NC1CCCCC1,/,5%,-7%,?,1%,4%,0%,3%
Nc1[nH]n(-c2ccccc2)c(=O)c1N=Nc1ccc2c(c1)OCCO2,2.2µM*,-2%,-2%,-8%,1%,?,-28%,-4%
O=C(NCc1cccc(C(F)(F)F)c1)C1CC(c2c(Cl)cccc2Cl)=NO1 (configuration not stated),-22%,-5%,5%,-10%,-8%,5%,-7%,-5%
CCOC(=O)CSc1ccc(S(=O)(=O)N(CC)CC)cc1[N+](=O)[O-],/,3%,-8%,1%,8%,-15%,1%,-6%
COCCn1c(SCC(=O)c2ccc(F)cc2)nnc1C(C)C,17%,-15%,?,?,11%,13µM*,-1%,6%
O=C(Cn1c(=O)c(=O)n(Cc2ccccc2)c2ccc(Cl)cc21)Nc1cccc(F)c1,-16%,18%,?,12%,-3%,?,6%,-6%
O=C(O)[C@H](Cc1ccccc1)N1C(=O)c2ccncc2C1=O,12%,-6%,6%,-5%,16%,?,16%,6%
Cc1csc(NC(=O)c2ccccc2C(=O)O)n1,-3%,5%,9%,-5%,1%,8%,-2%,-13%
COc1ccccc1Nc1nc(N)nc(CSc2nc(C)cc(C)n2)n1,/,/,0%,1%,6%,2%,-6%,-6%
OC(CCN1CCCCC1)(c1ccccc1)c1ccccc1,-23%,8%,-8%,-16%[15.4 µM],8%,-5%,0%,6%
Cc1ccc(S(=O)(=O)Cn2nnnc2CN2CCOCC2)cc1,7%,-7%,1%,-8%,5%,-15%,-11%,1%
N#C/C(=C\c1ccc(Sc2ccc(Cl)cc2)o1)c1nc2ccccc2[nH]1,-19%,29%,-6%,?,17%,-5%,12%,-7%

# Arranged by length of the SMILES (rising): 3 of the compounds above.
SMILES,SMN2 splice up,RGS12 GoLoco inh,JMJD2E inh,GAA inhib,aGal spleen mod,ALDH1A1 inh,GAA glycogen mod,GAA spleen mod
ClCc1csc(-c2ccccc2Cl)n1,-18%,4%,2%,0%,5%,-13%,-11%,-2%
COc1ccccc1Nc1nc(N)nc(CSc2nc(C)cc(C)n2)n1,/,/,0%,1%,6%,2%,-6%,-6%
COCCn1c(SCC(=O)Nc2nc(C)c(Cl)cc2Cl)nc2ccccc21,-2%,3%,5%,-9%,0%,?,-3%,-3%

# High-throughput results as filed in PubChem BioAssay.
